HSP90 inh: HSP90 refolding inhibition in rabbit reticulocyte lysate; 0.91% of 290,000 active; luciferase refolding luminescence, 3 h; inhibition, % at 5.6 µM; AID 1789;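 active means inhibition above the screen-wide mean plus 3 SD, computed separately per campaign, cut at about 16% in these data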;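 further: 0% = DMSO wells and 100% = 60 µM geldanamycin wells; inhibitors lower the luminescence because luciferase stays unfolded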
HIF act: HIF pathway transcriptional activation. AID 1910. activation, % at 7.5 µM (by protocol). 0.32% of 300,000 active. U2OS HRE-luciferase reporter, luminescence; normalized: DMSO 0%, desferrioxamine 100%;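 active means mean activation of at least 10% of the iron chelator positive control signal, with at least half of replicates also reaching 10%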
KLF5 inhibitor: inhibitors of KLF5 expression. AID 1700. DLD-1 KLF5 promoter-luciferase reporter, luminescence. 0.23% of 290,000 active. inhibition, % at 5 µM;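 active means inhibition above a per-plate limit of that plate's mean compound inhibition plus 3 SD, cut at about 60% in these data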;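 further: 0% = DMSO wells and 100% = LY294002 at 200 µM; higher means less KLF5 promoter-driven luciferase light; inactives centre near -14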
HSF1 inh: HSF1 inhibition; NIH3T3-HGL HSE-luciferase, MG132-induced, luminescence 8 h; stronger effect = lower value; activity change, negative = inhibition, % at 7.5 µM (by protocol); 0.77% of 300,000 active; AID 2098;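 active means more than half of replicate wells show activity change below -50%, luminescence cut by over half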;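 further: luciferase reports HSF-1 transcriptional activity via heat shock element; 0% = median of DMSO wells and -100% = zero luminescence signal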
HSF-1 act: increases HSF-1 driven luciferase reporter signal. NIH3T3-HGL HSF-1 luciferase reporter, MG132, 8 h; 100% = twice DMSO control signal. activation, % at 9 µM. 1.7% of 300,000 active. AID 504408;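 active means mean replicate activation of at least 50% with a set share of replicates each reaching 50%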;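 further: 0% = median of the neutral control wells and 100% = twice that signal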
IEC-6 tox: IEC-6 cytotoxicity, counter-screen for KLF5 inhibitors | luminescence viability | inhibition, % at 5 µM | 0.78% of 290,000 active; in the data active means inhibition above about 22%;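 further: 0% = plate median of test compound wells and 100% = cytotoxic reference compound wells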
GSK3A inh: inhibitors of human GSK-3 alpha kinase; ADP-Glo luminescence, 60 min; inhibition, % at 10 µM; 0.1% of 320,000 active; AID 2650;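 in the data active means inhibition above about 50%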;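 further: GST-tagged GSK-3 alpha with peptide substrate and 25 µM ATP; 0% = DMSO neutral wells and 100% = GW8510 positive control wells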
Target sequence (P49840 whole entry, looked up): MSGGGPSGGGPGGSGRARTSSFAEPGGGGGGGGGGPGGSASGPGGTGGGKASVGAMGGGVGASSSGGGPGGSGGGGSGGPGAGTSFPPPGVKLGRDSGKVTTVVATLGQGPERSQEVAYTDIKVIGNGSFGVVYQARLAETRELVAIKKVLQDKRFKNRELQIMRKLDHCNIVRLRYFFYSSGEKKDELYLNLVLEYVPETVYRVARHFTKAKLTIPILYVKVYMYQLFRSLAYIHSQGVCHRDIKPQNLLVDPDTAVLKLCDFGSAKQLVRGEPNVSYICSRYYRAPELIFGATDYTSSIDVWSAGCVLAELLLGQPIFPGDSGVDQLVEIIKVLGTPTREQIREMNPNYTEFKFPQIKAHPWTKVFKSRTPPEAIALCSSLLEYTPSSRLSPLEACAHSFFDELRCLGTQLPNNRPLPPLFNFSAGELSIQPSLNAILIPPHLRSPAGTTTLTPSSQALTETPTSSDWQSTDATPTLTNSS
aSyn 5UTR inh: 5' untranslated region of α-synuclein, MLPCN primary screen. alpha-synuclein 5'UTR reporter, inhibitor activity. inhibition, % (tested at 7.5 µM). 0.82% of 300,000 active; in the data active means inhibition above about 60%;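 further: H4 neuroglioblastoma cells stably carrying SNCA 5'UTR luciferase fusion; 0% = DMSO wells and 100% = positive control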
AI-2 QS mod: modulators of Vibrio harveyi AI-2 quorum sensing system; Vibrio harveyi JMH597 AI-2 luminescence/OD600 ratio, 9 h; stronger effect = lower value; strain lacks LuxN and CqsS sensors; 0 = neutral-control median; activity change, % at 7.5 µM; 0.4% of 300,000 active; AID 2094; in the data active means activity change below about -75%, passing the limit was not always enough;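 further: luminescence divided by OD600 gain over 9 h not by final OD600 alone; inactives centre near 13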
GSK3beta inhib: inhibitors of human GSK3beta kinase; P49841; GST-GSK3beta kinase, ADP-Glo luminescence, 60 min; stronger effect = lower value; activity score (negative = inhibition), % at 10 µM; 0.038% of 300,000 active; AID 2097;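 active means more than half of replicate wells score below -50%, meaning over 50% inhibition versus plate controls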;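 further: 0% = median DMSO wells and -100% = median GW8510 positive control wells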
Target sequence (P49841 whole entry, looked up): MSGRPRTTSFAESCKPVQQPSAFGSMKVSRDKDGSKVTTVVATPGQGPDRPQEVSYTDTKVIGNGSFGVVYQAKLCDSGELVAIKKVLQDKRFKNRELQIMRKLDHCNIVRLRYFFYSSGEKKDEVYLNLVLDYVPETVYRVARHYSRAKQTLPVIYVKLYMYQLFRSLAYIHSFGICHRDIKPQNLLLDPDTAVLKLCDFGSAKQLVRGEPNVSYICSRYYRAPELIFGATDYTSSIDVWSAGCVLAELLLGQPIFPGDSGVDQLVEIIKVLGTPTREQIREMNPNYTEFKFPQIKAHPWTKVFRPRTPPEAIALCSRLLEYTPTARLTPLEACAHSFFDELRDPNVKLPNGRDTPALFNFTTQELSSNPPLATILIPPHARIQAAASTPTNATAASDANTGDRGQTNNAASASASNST
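Test system: GST-fused GSK3beta enzyme, cell-free | Quantity: 1.6 ng GST-GSK3beta enzyme per well | Reagent: 25 µM ATP with peptide substrate | Schedule: 60 min enzyme reaction, room temperature | Signal: Luminescent ADP-Glo measurement of ADP formed | Read-out basis: Score relative to plate controls | Control set: DMSO and 20 µM GW8510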
The depositor's hits bear a star; nt = no result given.

Order of values – GSK3beta inhib	HSF-1 act	AI-2 QS mod	HSP90 inh	aSyn 5UTR inh	KLF5 inhibitor	HSF1 inh	IEC-6 tox	HIF act	GSK3A inh
COC(=O)c1ccc2c(=O)n(-c3ccccc3)c(=S)[nH]c2c1
→ 2	-58	-22	2	-6	-10	-46	0	0.6	-2
COCCNS(=O)(=O)c1ccc(-c2ccc(Cl)cc2)cc1
→ -1	-5	28	1	-8	-24	3	-5	0.4	0
COc1cc(C(C(=O)NCC2CCCO2)N(C(=O)Cn2nnc3ccccc32)c2ccc(C(C)=O)cc2)ccc1O (stereo unspecified)
→ -3	-4	-2	5	-17	-42	3	6	0.2	-2
CC(=O)Nc1ccc(OCC(O)Cn2c3ccccc3c3ccccc32)cc1 (stereo unspecified)
→ 1	-2	30	-3	10	17	-18	10	-0.2	-1
COC(=O)c1c(NC(=O)CN2CCC3(O)CCCCC3C2c2ccccc2OC)sc(C)c1C (stereo unspecified)
→ 2	12	29	0	-19	-36	-1	7	-0.3	-1
Cc1cccc(NC(=O)Cn2c(=O)n(CC3CCCO3)c(=O)c3ccccc32)c1 (stereo unspecified)
→ 0	8	3	0	20	-1	1	-1	-4.7	-1
N#C/C(=C\c1ccc(Oc2ccc(C(F)(F)F)cc2[N+](=O)[O-])cc1)c1nc2ccccc2[nH]1
→ -1	14	30	-1	-44	-17	11	-8	0.6	-2
COc1ccccc1CNC(=O)CSc1nc(C)cs1
→ 4	17	-2	4	4	-24	-2	2	0.2	-2
COc1ccc(C(c2c(O)nc[nH]c2=O)c2c(O)nc[nH]c2=O)cc1
→ 2	-20	7	-4	8	-11	-2	-5	0.3	-5
O=C(CCCC(=O)N/N=C\c1ccccn1)N/N=C\c1ccccn1
→ -2	-14	1	0	0	-11	5	-4	-0.5	-4
COCCN(C(=O)C1CCC1)c1nnc(-c2cccnc2)s1
→ nt	-43	nt	0	19	-7	-18	0	0.3	-3
CC(C)CC(=O)NC(=S)NCCc1ccccc1
→ -5	3	16	-2	-41	1	1	2	1.7	0
COc1cc(OC)c(NC(=O)c2c(-c3ccccc3)noc2C)cc1Cl
→ -4	2	28	5	2	-16	-1	-2	0.3	2
CCC(C)/C(C)=N/NC(=O)c1ccc(COc2ccc(Cl)c(C)c2)cc1 (stereo unspecified)
→ nt	nt	nt	-6	nt	4	nt	4	nt	5
O=C(O)c1ccc(N/N=C/c2cccc3cccnc23)cc1
→ 2	-9	16	8	-89	-144	-4	6	4.8	-1
Cc1ccc(NC(=O)c2ccc3c(c2)CCN3S(C)(=O)=O)c(C)c1
→ nt	25	nt	2	-32	-48	-2	8	1.1	-3
CCCCNC(=O)CCc1c(C)nc2nc(-c3cc(OC)cc(OC)c3)nn2c1C
→ 0	0	15	-6	11	-20	4	0	-0.9	-1
Cn1cnnc1SCC(=O)Nc1nc(-c2ccccc2)cs1
→ -3	3	13	-1	-8	-18	-1	7	0.2	0
CC(C)(C)OC(=O)NCCCC1=CC2=CC(=O)C(C)(OC(=O)C3CCCC3)C(=O)C2=CO1 (stereo unspecified)
→ 2	-16	45	nt	-1	nt	-1	nt	-0.4	-7
N/C(Cc1ccc(Cl)cc1)=N\OC(=O)c1ccccc1
→ 1	1	-90*	5	-40	-4	-2	3	0.7	2
CSc1nnc(-c2ccc(C(F)(F)F)cn2)o1
→ -1	nt	7	-4	nt	-9	nt	-7	nt	-2
CC(C)=NOc1cc(NC(=O)CCl)cc([N+](=O)[O-])c1
→ -1	-22	20	2	-6	-18	-30	8	1.1	-2
CCc1[nH]nc2c1C(c1cccc(OC(=O)N3CCOCC3)c1)C(C#N)=C(N)O2 (stereo unspecified)
→ -25	0	-14	1	-7	3	7	2	-0.2	-5
CCOC(=O)C1=C(C)NC2=C(C(=O)c3ccccc32)C1c1ccc([N+](=O)[O-])o1 (stereo unspecified)
→ 1	11	44	-1	-63	-15	5	-7	0.0	0
C=C(C)c1cccc(C(C)(C)NC(=O)Nc2ccc(Cl)cn2)c1
→ 1	26	15	-2	2	-13	8	-2	-0.4	nt
O=C1CN(C(=O)COc2ncnc3ccccc23)c2ccccc2N1
→ 0	-8	3	-8	-7	-5	-3	-3	-0.6	1
Cc1ccc(C)c(NC(=O)CCOc2ccccc2)c1
→ 1	1	38	-4	8	-17	3	-3	-0.6	0
Clc1ccccc1Cc1noc(CN2CCN(c3cnccn3)CC2)n1
→ 3	12	-26	-5	8	10	-5	8	-0.7	-2
Cc1ccc(Cn2c(Sc3nccc(C)n3)nc3c2c(=O)[nH]c(=O)n3C)cc1
→ 1	32	-8	3	29	3	8	10	0.0	4
CCOc1ccc2oc(-c3ccccc3)c(C(=O)N3CCN(C)CC3)c2c1
→ 0	7	-6	-2	17	-18	-5	1	-0.5	1
CC(C)(C)OC(=O)NC(CNCc1ccccc1)Cc1ccccc1 (stereo unspecified)
→ 1	13	2	nt	-9	nt	1	nt	0.4	0
Cc1[nH]c2ccccc2c1SCC(=O)N1CCC(C)CC1
→ 0	16	20	0	5	-7	0	-2	-0.3	-1
O=C(Nc1ccc([N+](=O)[O-])cc1)N1CCCCC1
→ 2	-1	0	-3	-20	-26	-4	1	-0.3	-1
Cc1csc2ncc(C(=O)N3CCc4ccccc43)c(=O)n12
→ 0	-19	25	-2	-15	-17	0	-2	-0.2	-1
O=C(CC1(C(F)(F)F)OCCO1)Nc1ccc2c(c1)OCO2
→ 1	-7	30	2	-11	4	-10	-5	0.3	-1
CCN(CC)CCNC(=O)c1ccc(NC(=O)Nc2cccc3ccccc23)cc1
→ -4	-14	3	3	-13	-19	-21	2	3.7	2
COCCNC(=O)CN1C(=O)c2cccc3cccc1c23
→ -1	-29	20	-3	4	-24	-22	-3	-2.4	-1
CN1CCC(N(C)C(=O)CCc2nc3ccccc3c(=O)[nH]2)CC1
→ 0	22	19	3	-16	-35	10	3	-0.2	4
O=C(COC(=O)Cc1ccc(Br)cc1)NCc1ccc(F)cc1
→ 3	-5	7	-3	8	-25	-2	0	0.1	-2
Cc1nn(-c2ccccn2)c2c1C(c1ccsc1)C1=C(CCCC1=O)N2 (stereo unspecified)
→ -1	23	10	-2	7	-9	13	7	-0.2	0
Nc1nnc(SCC(=O)c2ccc3c(c2)NC(=O)CO3)s1
→ -3	-5	14	2	-7	-39	-2	-4	0.2	-2
O=C(CSc1nnc(NC(=O)c2ccc(F)cc2F)s1)NC1CCCC1
→ 4	30	13	-3	-50	-63	5	3	0.6	-3
O=CNC(Cc1ccccc1)C(=O)O (stereo unspecified)
→ 3	-11	24	1	-10	-22	1	4	-0.3	-22
O=C(N/N=C/c1ccc(N2CCOCC2)cc1)c1ccc(NS(=O)(=O)c2cccs2)cc1
→ 2	-1	15	0	-17	13	-6	6	-0.2	9
Cc1ccc(C(=O)C(NC(=O)c2ccco2)Nc2sc3c(c2C(N)=O)CCCC3)cc1 (stereo unspecified)
→ -4	-27	-7	1	-16	-41	-9	-2	0.3	-1
COc1ccc(/C(N)=N/OC(=O)CSc2ccc(C)cc2)cc1OC
→ 3	57*	14	4	-4	-37	24	-3	-0.1	-1
CC(C)(Oc1ccc(-c2ccco2)cc1)C(=O)O
→ 5	-10	18	-2	7	2	-5	-2	-0.1	2
Cn1c(CC(=O)Nc2ccccc2Cl)nnc1SCC(=O)NC1=NCCS1
→ 0	1	27	-1	6	5	8	4	0.2	2
O=C(OCCN(C1=NS(=O)(=O)c2ccccc21)c1ccc(Cl)cc1)c1ccco1
→ -2	8	-4	1	-4	-40	10	2	1.4	-2
NC(=O)CCC1NC(=S)N(Cc2ccccc2)C1=O (stereo unspecified)
→ -1	10	10	0	1	-18	1	-5	0.2	0

Next section.
Order of values – GSK3beta inhib	HSF-1 act	AI-2 QS mod	HSP90 inh	aSyn 5UTR inh	KLF5 inhibitor	HSF1 inh	IEC-6 tox	HIF act	GSK3A inh
NC(=O)C1CCN(c2nc(C3CC3)nc3c2nnn3Cc2ccccc2Cl)CC1
→ 3	14	16	0	25	-16	3	4	0.1	-3
O=C(NC12CC3CC(CC(C3)C1)C2)N1CCN(C2CCCCC2)CC1
→ 0	13	13	-1	-16	-23	-3	3	0.0	-1
Cc1cc2n(n1)SC(Nc1cc(Cl)ccc1Cl)N2 (stereo unspecified)
→ -5	16	0	-1	-41	-22	23	-2	0.8	9
O=C(COC(=O)c1cc[n+]([O-])cc1)Nc1c(Cl)cccc1C(F)(F)F
→ 2	-16	15	nt	10	nt	-5	nt	0.1	-4
CCNC(=O)CC1C(=O)N(c2ccc(F)cc2)C(=O)N1CCc1ccc(OC)cc1 (stereo unspecified)
→ 1	-2	19	1	3	-29	-8	-2	-0.4	-3
CCCOc1ccc2oc(=O)c3c(c2c1)CCCN3C(=O)CN(C)Cc1ccccc1
→ -2	-38	7	4	27	-17	-28	0	0.2	-3
Oc1ccc2c(c1)c1c3n2CCNC3CCC1 (stereo unspecified)
→ -2	0	2	-3	4	-19	-5	-2	-0.9	-1
CC1=NN(C(=O)CSCc2ccccc2)C(O)(c2ccc(Cl)cc2)C1 (stereo unspecified)
→ 3	6	20	0	-11	-29	7	4	-0.3	-3
Cc1ccc(Cn2nnc3c(=O)[nH]c(C4CCCN(S(=O)(=O)c5ccccc5F)C4)nc32)cc1 (stereo unspecified)
→ 0	-9	15	15	24	-8	-1	-3	0.2	-1
Cc1cc(-n2c(C)cc(C(=O)CSc3nnnn3-c3ccc(Cl)cc3)c2C)no1
→ -1	3	8	3	16	-37	1	2	0.3	nt
O=C(c1cccnc1)N1CCN(c2ccccc2Cl)CC1
→ 2	-5	-3	0	26	-19	-4	-3	-0.9	1
COc1ccccc1NC(=O)c1cnc2c(-c3ccccc3)c(C)nn2c1C
→ 0	-13	15	5	19	-1	6	5	-0.1	-3
COc1ccc(NC(=O)C2CCN(C(=O)c3cccs3)CC2)c(OC)c1
→ 0	-9	9	0	10	-33	-2	3	0.0	-1
N=C1SC(c2ccccc2)C(=O)N1c1ncc(Cc2ccccc2Cl)s1 (stereo unspecified)
→ 1	-8	16	-2	17	-13	-2	0	-0.3	-2
CCOC(=O)c1ccc(NC(=O)c2c(Cl)cc(C)nc2C)cc1
→ 2	6	17	3	-5	-44	3	8	-0.1	1
Cc1ccc(C(=O)Cn2c(C(=O)/C=C/c3ccccc3)nc3ccccc32)cc1
→ 0	186*	24	-8	-20	-38	166	0	-1.1	-1
COc1ccc(-c2cc(=O)c3ccccc3[nH]2)cc1
→ 2	7	9	1	-79	7	-1	1	-1.0	-1
Cc1cc(C(=O)OCC(=O)c2cccs2)c2ccccc2n1
→ -2	11	7	1	22	-5	-8	-4	-0.4	-3
CN1CCc2c(sc3c2c(=O)n(-c2ccccc2)c2nncn32)C1
→ -21	-1	22	1	-10	-39	-5	-2	-0.1	nt
CCc1ccc(NC(=O)C2C3/C=C\CCCCC32)cc1 (stereo unspecified)
→ 0	nt	11	0	-165	-63	15	1	2.5	-2
COc1ccc(CCNC(=O)c2cccnc2)cc1OC
→ 1	-4	19	-2	13	-10	-5	-1	-0.5	0
